Screens (PubChem)
KCNK3 block: human KCNK3 channel inhibition, primary screen; 340,000 compounds, 0.84% hits; CHO-KCNK3 thallium flux, FluxOR fluorescence; active compounds read low; B-score at 10 µM;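 active = B-score under library mean minus 4 SD, starting fluorescence ratio at most library mean plus 5 SD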;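 note: more negative B-score means stronger inhibition of thallium flux through KCNK3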
PolyA inh: inhibitors of polyadenylation in S. cerevisiae; AID 1875; 300,000 compounds, 0.02% hits; calls only at 12 µM; S. cerevisiae SKY197-pL101 polyadenylation reporter, beta-gal luminescence; efflux-impaired pdr1/pdr3 knockout yeast; score 100 = 6 SD above DMSO;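 active = lowest replicate activity score at least 50, where 100 means six control SD above control mean; inconclusive = lowest score under 50 but half or more replicates reach 50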;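 note: yeast exposed to compound for 9 h at 30 °C; higher score means more reporter readthrough which indicates perturbed polyadenylation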
TRPC4 act: TRPC4 (mouse) channel activation. B-score at 10 µM. 310,000 compounds, 0.49% hits. AID 2237. Q9QUQ5. HEK293 TRPC4beta/mu-opioid, Fluo4 calcium fluorescence; active compounds read high;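 active = B-score above 5 SD of library B-scores, and initial fluorescence ratio not above library mean plus 5 SD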;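 note: positive B-score marks a calcium rise read as TRPC4 activation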
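Technique: kinetic Fluo4 calcium fluorescence; Test system: TRPC4beta and mu-opioid receptor HEK293 stable cells; Measure: B-scored integrated calcium fluorescence ratio; Benchmarks: low control buffer alone, high control maximal DAMGO; Schedule: 45 min room-temperature Fluo4 loading, 110 s read.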
KCNQ1 act: potentiators or activators of human KCNQ1 potassium channel; CHO-K1 KCNQ1, thallium flux FluxOR fluorescence; active compounds read high; B-score at 10 µM; 310,000 compounds, 0.35% hits; AID 2648;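 active = fluorescence ratio B-score, a plate-corrected score, at least three library SD, with initial intensity B-score within 5 SD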
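assay system = CHO-K1 cells stably expressing KCNQ1 | medium = assay buffer, equal DMSO in all wells | timing = 37 °C overnight plating, 90-min dark dye load, 20-min compound pretreatment | measured by = kinetic FluxOR thallium fluorescence, 10-s 1-Hz baseline, 110-s post-stimulus read | measure = fluorescence change relative to baseline, converted to B score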
TRPC4 block: TRPC4 (mouse) channel inhibition; B-score at 10 µM; HEK293 TRPC4beta/mu-opioid, DAMGO-evoked Fluo4 calcium flux; active compounds read low; Q9QUQ5; 300,000 compounds, 0.39% hits; AID 2247;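 active = B-score over 3 SD under the library average, no early fluorescence shift, positive overall ratio signal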
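Assay system: Stable TRPC4beta/mu-opioid receptor HEK293 cells | Reagent: DAMGO in two steps, submaximal then maximal | Compound dosing: Single concentration per test compound | Signal: Fluo4 Ca2+ flux fluorescence | Evaluation: Per-well B score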
Platelet DG rel: platelet dense granule release activity. 300,000 compounds, 0.22% hits. inhibition, %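 (compounds screened at 7.5 µM in platelet-rich plasma)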. human platelet-rich plasma, SFLLRN dense granule ATP release, luminescence;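 active = mean replicate score, as percent of positive control, at or above 50; inconclusive = mean below 50 but at least one replicate at or above 50; inactive = mean and every replicate below 50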
DYRK1A inh: blocks rat Dyrk1A kinase activity; ADP-Glo luminescence, NFATc1 peptide; inhibition, % at 12.5 µM; 310,000 compounds, 0.43% hits; AID 504441; in the data active = inhibition above about 50%;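 note: plate controls were vehicle with enzyme for no effect and no enzyme for full effect; many of its hits are not listed in these tables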
TRPC4 potent: allosterically enhances the mouse TRPC4 cation channel. B-score at 10 µM. HEK293 TRPC4beta/mu-opioid, DAMGO EC20, Fluo-4 Ca2+ flux; active compounds read high. 310,000 compounds, 0.42% hits;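 active = B-score of calcium response area above 5 SD of library B-scores, with initial fluorescence ratio within 5 SD of library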;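 note: B-score of integrated fluorescence ratio over time as area under calcium response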
KCNK9 inh: inhibitors of human KCNK9 two-pore domain potassium channel | Q9NPC2 | HEK293 KCNK9, FluxOR thallium flux fluorescence; active compounds read low | B-score at 10 µM | 310,000 compounds, 1.2% hits | AID 488922;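 active = ratio B-score over 3 SD below the library mean, with starting fluorescence within 5 SD of its mean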;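 note: negative B-score means less thallium flux so channel inhibition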
hERG protect: shields human hERG channel from block by proarrhythmic agents; CHO-hERG, FluxOR thallium flux, dofetilide IC70 present; activation (rescue from dofetilide block), less the hit threshold, % at 10 µM; 310,000 compounds, 0.51% hits; AID 1511;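 active = activation above the mean of controls blocked by dofetilide plus 5 SD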;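 note: thallium influx through hERG after potassium depolarization seen as dye fluorescence rise; in these data hits start at about 4.7%; inactives centre near -7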
Target sequence (Q12809 whole entry, looked up): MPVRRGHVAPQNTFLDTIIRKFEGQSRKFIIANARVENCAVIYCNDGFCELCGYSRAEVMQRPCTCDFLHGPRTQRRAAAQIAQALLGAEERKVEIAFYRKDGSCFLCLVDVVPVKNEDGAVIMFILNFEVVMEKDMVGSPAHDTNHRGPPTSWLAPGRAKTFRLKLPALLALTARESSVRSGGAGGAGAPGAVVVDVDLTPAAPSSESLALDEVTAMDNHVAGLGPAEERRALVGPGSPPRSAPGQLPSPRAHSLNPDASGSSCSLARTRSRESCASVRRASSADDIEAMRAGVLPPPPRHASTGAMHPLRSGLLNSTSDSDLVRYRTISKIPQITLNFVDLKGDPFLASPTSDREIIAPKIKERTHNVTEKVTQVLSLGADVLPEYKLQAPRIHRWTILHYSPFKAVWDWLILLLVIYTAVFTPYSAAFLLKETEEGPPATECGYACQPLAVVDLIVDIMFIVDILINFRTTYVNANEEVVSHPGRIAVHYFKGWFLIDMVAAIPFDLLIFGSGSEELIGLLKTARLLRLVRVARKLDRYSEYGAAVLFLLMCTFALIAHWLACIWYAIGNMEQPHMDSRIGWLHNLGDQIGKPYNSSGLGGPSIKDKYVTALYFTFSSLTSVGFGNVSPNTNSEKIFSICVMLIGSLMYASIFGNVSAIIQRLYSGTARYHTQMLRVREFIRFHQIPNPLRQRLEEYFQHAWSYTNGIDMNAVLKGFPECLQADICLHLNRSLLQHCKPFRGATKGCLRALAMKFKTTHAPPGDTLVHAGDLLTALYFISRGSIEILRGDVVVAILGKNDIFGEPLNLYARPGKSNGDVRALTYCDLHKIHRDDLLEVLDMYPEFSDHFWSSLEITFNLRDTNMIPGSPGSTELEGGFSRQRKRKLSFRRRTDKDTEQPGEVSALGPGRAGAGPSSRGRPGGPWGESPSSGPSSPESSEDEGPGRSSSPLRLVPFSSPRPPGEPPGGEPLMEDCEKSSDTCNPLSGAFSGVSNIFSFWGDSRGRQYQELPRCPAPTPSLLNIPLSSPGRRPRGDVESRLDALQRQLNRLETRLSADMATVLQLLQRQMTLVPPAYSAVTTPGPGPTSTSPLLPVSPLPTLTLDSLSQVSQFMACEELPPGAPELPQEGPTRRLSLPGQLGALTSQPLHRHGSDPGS
KCNQ1 inh: blocks the human KCNQ1 potassium channel; P51787; CHO-K1 KCNQ1, FluxOR thallium flux fluorescence; active compounds read high; B-score at 10 µM; 310,000 compounds, 1.3% hits;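 active = compounds whose thallium flux B-score, printed positive for inhibition, exceeds three library SD while starting fluorescence stays within three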;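 note: channel opened by potassium depolarization with thallium stimulus after 20 min compound exposure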
The depositor's hits bear a star; i = inactive; ? = inconclusive; . = no result given. The list is partial; the hit share may differ from the screen's.

SMILES | KCNK3 block | PolyA inh | TRPC4 act | KCNQ1 act | TRPC4 block | Platelet DG rel | DYRK1A inh | TRPC4 potent | KCNK9 inh | hERG protect | KCNQ1 inh
O=c1[nH]c(Sc2ccc([N+](=O)[O-])cc2[N+](=O)[O-])nc2ccccc12 | i | i | i | i | i | 2 | 13 | i | i | -8 | i
NC(=O)c1ccsc1NC(=O)CSc1nnc2ccccn12 | i | i | i | i | i | 6 | 5 | i | i | -3 | i
CCSC1=C(C#N)C2(CCCC2)C(C#N)=C(N)N1 | i | i | i | i | i | -2 | -4 | i | i | -23 | i
Nc1ccc(N)c(C(=O)O)c1 | i | . | i | i | i | -1 | 5 | i | i | -10 | i
CC1CCN(C(=O)CSc2nnc(CN3CCOCC3)n2-c2ccccc2)CC1 | i | . | i | i | i | 7 | -5 | i | i | -9 | i
CCNS(=O)(=O)c1ccc(NC(=O)c2ccc(Cn3cc(Br)cn3)o2)cc1 | i | i | i | i | i | 2 | -8 | i | i | -4 | i
Cc1[nH]c(=O)[nH]c(=O)c1S(=O)(=O)N1CCN(c2ccccc2F)CC1 | i | i | i | i | i | -4 | -2 | i | i | 1 | i
COC(=O)c1ccccc1NC(=O)c1ccc2c(c1)C(=O)N(Cc1ccco1)C2=O | i | i | i | i | i | -7 | 6 | i | i | -6 | i
c1cc(OCCCN2CCCCC2)ccc1CN1CCCCC1 | i | i | i | i | i | 0 | 1 | i | i | -6 | i
CCO[C@@H]1OC(C(=O)N2CCN(C)CC2)=C[C@H](c2ccc(C(F)(F)F)cc2)[C@H]1CCCO | i | i | i | i | i | -1 | -1 | i | i | -6 | i
O=C(CCCC(=O)N(CC(=O)NC1CCCC1)c1cccc(F)c1)Nc1ccccn1 | i | i | i | i | i | 0 | 0 | i | i | -9 | i
COc1ccc(NC(=S)Nc2cccc(Cl)c2Cl)cc1OC | i | i | i | i | i | 0 | 14 | i | i | -11 | i
Cc1cc(NC(=O)Cn2c(=O)n(CCCCC(=O)NC3CCN(Cc4ccccc4)CC3)c(=O)c3ccccc32)n[nH]1 | . | i | i | i | i | -8 | . | 11* | i | -11 | i
O=C(NC1CCCCC1)N1CCC(c2nc(-c3ccc(S(=O)(=O)N4CCCC4)cc3)no2)CC1 | i | i | i | i | i | ? | -1 | i | i | -10 | i
Cc1ccc2cc(CCNC(=O)C(C)(C)C)c(=O)[nH]c2c1 | i | i | i | i | i | 9 | -1 | i | i | -1 | i
NS(=O)(=O)c1ccc(CCNCC#Cc2ccccc2)cc1 | i | i | i | i | i | -13 | . | i | i | -10 | i
Cc1ccc2c(c1)N(CCCC(=O)NCc1cccnc1)C(=O)CO2 | i | i | i | i | i | -15 | 0 | i | i | -1 | i
O=[N+]([O-])c1ccc(Cl)cc1N/N=C/c1ccncc1 | i | i | i | i | i | 0 | -4 | i | i | -6 | i
COC(=O)N1CCc2c(sc(NC(=O)C3=COCCO3)c2C#N)C1 | i | i | i | i | i | -3 | 1 | i | i | -4 | i
CC(C)Cn1c(=O)c(C(=O)N/N=C/c2cccc(F)c2)c(O)c2ccccc21 | i | i | i | 9* | i | -9 | -2 | i | i | -11 | i
COc1ccc(N2CCN(Cc3nc4ccccc4n3C)CC2)cc1 | i | i | 124* | i | i | 21 | 3 | i | i | -8 | i
CC(/C=N/N1C(=O)CSC1=S)=C\c1ccccc1 | i | i | i | i | i | -3 | 3 | i | i | -5 | i
CCOC(=O)c1cn(CC)c2ccc(Br)cc2c1=O | i | i | i | i | i | 3 | 0 | i | i | -12 | i
Cn1c(CN2CCCC2)nc2cc(NC(=O)c3cccs3)ccc21 | i | i | i | i | i | -6 | -3 | i | i | -5 | i
Cc1ccc(CC(=O)Nc2nc3ccccc3[nH]2)cc1C | i | i | i | i | i | -5 | 3 | i | i | -7 | i
Cn1cccc1C(=O)Nc1nccs1 | i | i | i | i | i | 4 | 7 | i | i | -1 | i
O=C(NCCOc1ccc(Cl)cc1)C1CC(=O)N(c2ccc(F)cc2)C1 (configuration not stated) | i | i | i | i | i | -3 | . | i | i | -3 | i
COc1cccc(/C=C2\SC(=N)N(c3ccc(F)cc3)C2=O)c1 | i | i | i | i | i | 7 | -2 | i | i | -16 | i
CC(=O)C1=C(C)Nc2cc(C(F)(F)F)ccc2S1 | i | i | i | i | i | 1 | -1 | i | i | -6 | i
O=C(C=C=Nc1ccccc1)C(=O)N=C=Cc1ccccc1 | i | i | i | i | i | 53* | -10 | i | i | -10 | i
CCn1c2ccccc2c2cc(NC(=O)CNCc3ccccc3OC)ccc21 | i | i | i | i | i | -8 | 2 | i | i | -23 | i
O=C(Nc1ccc(CN2CCCCC2)cc1)Nc1ccccc1Cl | i | i | i | i | i | -8 | 9 | i | i | -21 | i
c1ccc(CN2CCN(c3ncnc4nc[nH]c34)CC2)cc1 | i | i | i | i | i | -20 | 12 | i | i | -7 | i
Cc1cc(=O)oc2cc(OCC(=O)OCC(=O)NCc3ccc4c(c3)OCO4)ccc12 | i | i | i | i | i | 0 | 5 | i | i | -16 | i
CN(c1ccc(OCC(=O)NC2=NCCS2)cc1)S(=O)(=O)c1ccc(F)cc1 | i | i | i | i | i | -1 | -1 | i | i | -11 | i
CCCCOc1ccc(C(=O)NCCc2cccs2)cc1 | i | i | i | i | i | -19 | 0 | i | i | -9 | i
CS(=O)(=O)n1nc(OC(=O)c2cccs2)cc1N | i | i | i | i | i | 5 | 3 | i | i | -7 | i
COc1cc(NS(=O)(=O)c2ccc3ccccc3c2)c2ncccc2c1 | i | i | i | 14* | -6* | 18 | -1 | i | i | 5.5* | i
COC(=O)c1scc2c(Oc3ccccc3)cc(C(F)(F)F)nc12 | . | i | i | i | i | -2 | . | i | i | -9 | i
O=C(CN(Cc1ccco1)C(=O)CNS(=O)(=O)c1ccccc1)NCc1ccc(F)cc1 | i | i | i | i | i | 6 | -6 | i | i | -9 | i
COc1ccc(CSCC(=O)N/N=C/c2ccc(OCC(=O)N3CCCCC3)cc2)cc1 | i | i | i | i | i | 0 | -3 | i | i | -1 | i
CCOc1ccc(N(C(=O)C2CCCO2)C2C=CS(=O)(=O)C2)cc1 (configuration not stated) | i | i | i | i | i | 6 | 14 | i | i | -14 | i
COc1ccc(N2CCN(C(=O)c3c(C)nn(-c4ccccc4)c3C)CC2)cc1 | i | i | i | i | i | -4 | 2 | i | i | -4 | i
COc1ccc(NC(=O)CSCc2cc(=O)n3nc(C4CC4)sc3n2)cc1 | i | i | i | i | i | -1 | -1 | i | i | -4 | i
O=S(=O)(c1ccc(F)cc1)N1CCN(C(=S)NC2CCCC2)CC1 | i | i | i | i | i | 2 | 3 | i | i | -5 | i
CC(C)(C)C(=O)Nc1ccccc1C(=O)NCCC(=O)Nc1ccccc1 | i | i | i | i | i | 1 | -4 | i | i | -6 | i
COc1ccc(CNC(=O)CC2C(=O)NCCN2C2Cc3ccccc3C2)cc1 (configuration not stated) | i | i | i | i | i | 9 | 2 | i | i | -14 | i
OCCn1c(-c2ccccc2)csc1=Nc1ccccc1 | i | i | i | i | i | -3 | -3 | i | i | -6 | i
COc1ccc(NC(=O)Nc2ccc3oc(C)nc3c2)cc1 | i | i | i | i | i | 2 | 0 | i | i | -3 | i
O=C(Nc1c2c(nn1-c1ccccc1)CS(=O)(=O)C2)c1ccco1 | i | i | i | i | i | -1 | . | i | i | -5 | i
Cc1ccc(C(=O)Nc2ccc3nc(C)sc3c2)s1 | i | i | i | i | i | 4 | 4 | i | i | -6 | i
Cc1cc(OC(=O)c2c(C)cc(O)cc2O)cc(O)c1C(=O)O | i | i | i | i | i | -1 | 33 | i | i | -3 | i
O=C(CC1NC2CCCCC2NC1=O)Nc1cccc(C(F)(F)F)c1 (configuration not stated) | i | i | i | i | i | 0 | -7 | i | i | -2 | i
Nc1cccc(Oc2ccc3c(c2)C(=O)NC3=O)c1 | i | i | i | i | i | 7 | . | i | i | -10 | i
O=C1c2ccccc2C(=O)c2cc(NC(=O)C3CC3)ccc21 | i | i | i | i | i | 17 | 7 | i | i | -7 | i
Cc1c(NC(=O)c2cc(-c3ccccc3)on2)c(=O)n(-c2ccccc2)n1C | i | i | i | i | i | 0 | 5 | i | i | 2 | i
CCCNC(=O)[C@@H]1CCCN1C(=O)[C@@H]1Cc2ccccc2CN1 | i | i | i | i | i | 7 | 0 | i | i | -2 | i
Cc1c(C#N)c2ccccc2n1CC(=O)NCc1ccccc1 | i | i | i | i | i | -10 | -2 | i | i | -6 | i
O=C(CSc1nnc(-c2cccnc2)o1)Nc1nccs1 | i | i | i | i | i | -8 | 2 | i | i | -12 | i
CC1(C)Cc2c(cnn2-c2cccc(F)c2)C(NC(=O)Cn2cccn2)C1 (configuration not stated) | i | i | i | i | i | -7 | -4 | i | i | -11 | i
